Assay outcomes as filed in PubChem.
PAD4 FP inh: blocks human protein arginine deiminase 4; Q9UM07; 330,000 compounds, 0.41% hits; inhibition, % at 6.36 µM; recombinant PAD4, RCA probe fluorescence polarization;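 active = percent inhibition above a cutoff equal to the mean of all tested compounds plus 3 SD, cut at about 15% in these data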;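 also: 0% = PAD4 with RCA probe and DMSO and 100% = probe without PAD4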
LYPLA1 inh: counter-screen for PME1 inhibitors: inhibitors of human LYPLA1. inhibition, % at 5.9 µM. recombinant LYPLA1, FP-Rh probe fluorescence polarization. 320,000 compounds, 0.16% hits. O75608;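 active = inhibition above the mean of all tested compounds plus 3 SD, set per campaign, cut at about 14% in these data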;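 also: inhibitors block serine hydrolase probe labeling of LYPLA1 so polarization falls; 0% = enzyme with DMSO and 100% = wells lacking LYPLA1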
Target sequence (O75608 whole entry, looked up): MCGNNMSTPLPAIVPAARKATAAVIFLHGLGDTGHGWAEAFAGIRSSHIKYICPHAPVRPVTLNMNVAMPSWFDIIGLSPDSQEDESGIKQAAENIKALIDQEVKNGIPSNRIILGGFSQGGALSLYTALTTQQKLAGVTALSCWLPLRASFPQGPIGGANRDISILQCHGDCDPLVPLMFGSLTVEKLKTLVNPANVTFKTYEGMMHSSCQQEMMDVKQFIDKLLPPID
PAFAH1B2 FP inh: inhibitors of human PAFAH1B2. P68402. recombinant PAFAH1B2, FP-rhodamine activity probe, fluorescence polarization. inhibition, % at 3.39 µM. 340,000 compounds, 1.2% hits. AID 492953;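 active = inhibition above the mean of all tested compounds plus 3 SD, cut at about 24% in these data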;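 also: 0% = enzyme with DMSO and 100% = wells lacking PAFAH1B2; many of its hits are not listed in these tables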
pPAFAH FP inh: inhibitors of human plasma PAF acetylhydrolase (pPAFAH) | 330,000 compounds, 1.5% hits | inhibition, % at 3.39 µM | Q13093 | recombinant pPAFAH, FP-rhodamine probe fluorescence polarization;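 active = inhibition above the mean inhibition across the screen plus 3 SD, cut at about 25% in these data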;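 also: inhibitors block binding of the rhodamine activity-based probe so polarization drops; 0% = enzyme with DMSO and 100% = wells lacking pPAFAH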
GSTO1 inh: GSTO1 inhibition, counter-screen for RBBP9 inhibitors. inhibition, % at 5.96 µM. 300,000 compounds, 1.1% hits. P78417. recombinant GSTO1, activity-based probe fluorescence polarization;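 active = inhibition above the campaign mean inhibition plus 3 SD, cut at about 35% in these data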;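 also: 0% = GSTO1-1 with DMSO and 100% = wells lacking GSTO1-1 enzyme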
Target sequence (P78417 whole entry, looked up): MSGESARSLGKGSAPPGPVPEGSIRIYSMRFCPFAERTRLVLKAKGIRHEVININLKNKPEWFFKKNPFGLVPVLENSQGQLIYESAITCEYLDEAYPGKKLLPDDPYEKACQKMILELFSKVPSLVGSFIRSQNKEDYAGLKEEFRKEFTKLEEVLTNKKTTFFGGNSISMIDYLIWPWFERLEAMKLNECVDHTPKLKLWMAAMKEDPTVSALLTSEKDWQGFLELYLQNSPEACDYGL
PAFAH2 inh: inhibitors of human PAFAH2. recombinant PAFAH2, FP-rhodamine activity probe, fluorescence polarization. inhibition, % at 3.39 µM. 340,000 compounds, 0.99% hits. AID 492956;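 active = inhibition above the mean over all tested compounds plus 3 SD, cut at about 30% in these data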;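 also: inhibitors block probe labeling of enzyme so polarization drops; 0% = enzyme with DMSO and 100% = wells lacking PAFAH2 protein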
Fam108B inh: counter-screen for RBBP9 inhibitors: inhibitors of mouse Fam108B. recombinant Fam108B, FP-Rh probe fluorescence polarization. inhibition, % at 9.51 µM. 300,000 compounds, 0.33% hits;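 active = inhibition above the screen mean inhibition plus 3 SD, computed separately per campaign, cut at about 18% in these data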;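 also: inhibitors lower polarization as less probe binds the enzyme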
PAFAH1B3 inh: inhibitors of human PAFAH1B3 | 340,000 compounds, 0.28% hits | recombinant PAFAH1B3, FP-rhodamine probe, fluorescence polarization | inhibition, % at 3.39 µM | Q15102;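 active = inhibition above the screen-wide average of all tested compounds plus 3 SD, cut at about 25% in these data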;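 also: 0% = enzyme with DMSO only and 100% = wells lacking PAFAH1B3 protein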
Target sequence (Q15102 whole entry, looked up): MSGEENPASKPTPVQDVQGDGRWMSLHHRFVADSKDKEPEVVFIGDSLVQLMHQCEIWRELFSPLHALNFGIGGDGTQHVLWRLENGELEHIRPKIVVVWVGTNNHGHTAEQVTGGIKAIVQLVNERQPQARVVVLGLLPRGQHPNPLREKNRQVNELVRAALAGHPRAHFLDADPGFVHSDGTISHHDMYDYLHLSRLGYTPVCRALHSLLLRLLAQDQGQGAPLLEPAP
PME-1 inh: blocks human protein phosphatase methylesterase 1; Q9Y570; recombinant PME-1, FP-Rh probe fluorescence polarization; inhibition, % at 5.9 µM; 320,000 compounds, 0.53% hits; AID 2130;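 active = inhibition above the campaign mean of all compounds plus 3 SD, cut at about 26% in these data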;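 also: competitive labeling of PME-1 active site by serine hydrolase directed probe; 0% = PME-1 with DMSO and 100% = wells lacking PME-1 enzyme; inhibitors block probe labeling so polarization falls and inhibition rises; many of its hits are not listed in these tables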
Target sequence (Q9Y570 whole entry, looked up): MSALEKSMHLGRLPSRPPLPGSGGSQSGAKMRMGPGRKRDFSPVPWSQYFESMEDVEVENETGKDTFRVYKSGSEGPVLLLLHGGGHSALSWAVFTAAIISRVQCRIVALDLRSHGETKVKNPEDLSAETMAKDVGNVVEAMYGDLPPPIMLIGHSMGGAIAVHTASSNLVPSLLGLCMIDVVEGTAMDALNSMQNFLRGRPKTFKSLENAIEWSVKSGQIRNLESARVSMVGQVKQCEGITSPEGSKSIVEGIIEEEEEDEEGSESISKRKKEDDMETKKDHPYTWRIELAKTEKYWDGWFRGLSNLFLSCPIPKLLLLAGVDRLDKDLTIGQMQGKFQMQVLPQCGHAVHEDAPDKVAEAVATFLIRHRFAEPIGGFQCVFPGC
* hit, by the source's call; / = not tested or not shown. Not all compounds are listed. The share of hits here may be higher or lower than overall.

SMILES | PAD4 FP inh | LYPLA1 inh | PAFAH1B2 FP inh | pPAFAH FP inh | GSTO1 inh | PAFAH2 inh | Fam108B inh | PAFAH1B3 inh | PME-1 inh
COc1ccc(C(=O)COC(=O)c2cc(S(=O)(=O)N3CCCCC3)ccc2N2CCOCC2)c(OC)c1 | 1 | -4 | 0 | 3 | 6 | -1 | -4 | 4 | 3
O=C(Nc1ccc(Oc2nnc(-c3ccccc3)c3ccccc23)cc1)c1ccccc1 | 4 | -1 | -5 | 5 | -19 | -8 | -14 | -16 | 0
CC12CCC(C(=O)Nc3ccc(Br)cn3)(OC1=O)C2(C)C (centres undefined) | -1 | 0 | / | 1 | 5 | / | 1 | / | 1
CCCC(=O)N1CCN(c2ccc(NC(=O)c3cc4ccccc4o3)cc2)CC1 | -1 | 2 | 3 | 4 | -8 | 11 | 3 | 3 | -1
C=CCn1c(P(=O)(O)c2ccccc2)nc2ccccc21 | -2 | 3 | 0 | 8 | 0 | 5 | -2 | -10 | 3
O=C(Nc1nc2ccccc2c2nc3ccccc3n12)c1ccc(F)cc1 | -1 | -3 | / | 1 | 2 | / | 3 | / | -2
O=C1c2ccccc2CN1Cc1ccccc1 | 2 | 1 | 3 | 5 | -2 | -8 | -7 | 6 | 1
O=S(=O)(c1cccs1)n1nnc2ccccc21 | 0 | 1 | -6 | 4 | 5 | -1 | 8 | -1 | 13
Cc1ccc(S(=O)(=O)N2CCCC(C(=O)NC3CCCC3)C2)cc1 (centres undefined) | -2 | 1 | 7 | 6 | 4 | 3 | 4 | -3 | -8
COc1ccccc1N1CCN(C2CCCN(C(=O)CCc3cnn(C)c3)C2)CC1 (centres undefined) | -1 | -3 | 2 | -2 | 4 | 1 | -2 | 4 | 2

Full records, looked up by structure.
Record of COc1ccc(C(=O)COC(=O)c2cc(S(=O)(=O)N3CCCCC3)ccc2N2CCOCC2)c(OC)c1 : PAD4 FP inh: 1; LYPLA1 inh: -4; PAFAH1B2 FP inh: 0; pPAFAH FP inh: 3; GSTO1 inh: 6; PAFAH2 inh: -1; Fam108B inh: -4; PAFAH1B3 inh: 4; PME-1 inh: 3
Record of COc1ccccc1N1CCN(C2CCCN(C(=O)CCc3cnn(C)c3)C2)CC1 (centres undefined) : PAD4 FP inh: -1; LYPLA1 inh: -3; PAFAH1B2 FP inh: 2; pPAFAH FP inh: -2; GSTO1 inh: 4; PAFAH2 inh: 1; Fam108B inh: -2; PAFAH1B3 inh: 4; PME-1 inh: 2
Record of O=S(=O)(c1cccs1)n1nnc2ccccc21 : PAD4 FP inh: 0; LYPLA1 inh: 1; PAFAH1B2 FP inh: -6; pPAFAH FP inh: 4; GSTO1 inh: 5; PAFAH2 inh: -1; Fam108B inh: 8; PAFAH1B3 inh: -1; PME-1 inh: 13

(more compounds)
SMILES | PAD4 FP inh | LYPLA1 inh | PAFAH1B2 FP inh | pPAFAH FP inh | GSTO1 inh | PAFAH2 inh | Fam108B inh | PAFAH1B3 inh | PME-1 inh
O=C(OCc1nnc(-c2ccccc2)o1)c1ccc(S(=O)(=O)NCc2ccco2)cc1 | -1 | -1 | 4 | 20 | -2 | 18 | 5 | 7 | -1
C/C(=N/NS(=O)(=O)c1cc(C)ccc1C)c1ccncc1 | -2 | 2 | -3 | -3 | -5 | 0 | 7 | 0 | 4
Cn1c(=O)n(C)c2cc(S(=O)(=O)NCC(=O)O)ccc21 | 1 | 4 | 0 | 5 | 0 | -1 | -3 | -2 | 2
O=C(O)CCCCCNC(=O)c1ccc(Br)cc1 | -7 | 3 | -3 | 3 | 7 | 5 | -3 | 14 | 0
C[C@@H](C(=O)NCCc1ccc(F)cc1)N1C(=O)N2CCc3c([nH]c4ccccc34)[C@@]2(C)C1=O | 4 | 3 | 9 | 2 | 5 | 2 | -2 | 8 | 1
O=C(CSc1nnc(Nc2ccccc2F)s1)NC(=O)CN1CCCC1=O | -5 | -1 | 1 | 6 | / | 8 | / | 6 | -3
C=C(C)COc1ccc(-c2nc(N)ncc2-c2ccc(Cl)cc2)c(O)c1 | -1 | -5 | 5 | -1 | -5 | -8 | -10 | 12 | -3
O=c1c(Cc2ccc(F)cc2)c(O)ccn1CCc1cnc[nH]1 | 3 | 2 | 2 | 0 | 2 | -2 | 1 | -1 | 3
O=C(NCC1CCCO1)c1ccc2c3n(nc2c1)-c1ccccc1CO3 (centres undefined) | 0 | 0 | 6 | 4 | -3 | 6 | 0 | 15 | -5
O=C(Nc1ccc(S(=O)(=O)N2CCCCC2)cc1)C1CCN(C(=O)c2ccc(F)cc2)CC1 | 7 | 1 | 2 | -3 | -5 | 0 | -1 | 1 | -7
Cc1c(OCC(=O)NCC2CCC(C(=O)O)CC2)ccc2c3c(c(=O)oc12)CCC3 (centres undefined) | 1 | 1 | -1 | 1 | 7 | 3 | -2 | 2 | 1
O=C1N/C(=C/c2cccn2-c2ccc(F)cc2)C(=O)N1Cc1ccccc1 | -3 | -3 | 1 | 3 | -5 | 0 | 2 | 1 | 0
O=C(CSc1nnc(Cn2nnc3ccccc32)o1)N(Cc1ccc(Cl)cc1)c1ccccc1 | -10 | -3 | 5 | -8 | -10 | -2 | -5 | -1 | -2
O=C1C(C=NCc2ccncc2)=C(O)c2ccccc21 | 5 | 1 | 3 | -4 | -3 | 1 | 0 | 3 | 1
COc1cc(C(=O)NNC(=O)c2cccc(Cl)c2)ccc1OCC(=O)N1CCOCC1 | -1 | 1 | -1 | -5 | / | 10 | / | 12 | 9
CCc1ccc2nc(NC(=O)CSCc3c(C)noc3C)sc2c1 | 3 | -2 | 6 | 6 | 4 | -1 | -7 | 5 | -4
CCOC(=O)c1[nH]c(C=O)c(C(=O)OCC)c1C | -2 | -6 | -5 | 5 | -1 | -2 | -3 | -2 | -2
CCOC(=O)c1csc(NC(=O)c2cc(=O)c3ccccc3o2)n1 | -1 | -2 | 5 | 1 | 6 | -3 | 2 | 7 | -4
O=C1c2ccccc2N[C@@H]2C=CC[C@@H]2N1O | 4 | / | 2 | -1 | / | -1 | / | 8 | /
Cc1ccc(NC2=C(N3CCCCC3)C(=O)c3ccccc3C2=O)cc1 | -3 | 1 | 12 | -1 | 65* | 29 | 11 | 41* | -3
Cc1ccc(/C=C/C(=O)c2ccc(N3CCOCC3)cc2)s1 | -6 | -5 | 4 | 12 | -3 | 12 | 5 | 9 | 0
COc1ccc(NC(=O)N2CCCC2C(=O)NCc2ccc(C)cc2)cc1 (centres undefined) | 1 | -1 | 2 | 3 | 8 | 2 | -3 | 8 | 3
CCOc1ccccc1C(=O)N1CCN(c2ccc(C(F)(F)F)cn2)CC1 | -3 | 1 | 1 | 3 | -1 | -2 | 0 | -3 | 5
Cc1cc(=O)oc2cc(OCC(=O)NCc3ccco3)ccc12 | 0 | 0 | 3 | 4 | -1 | -2 | 4 | 13 | 1
COc1cc(/C(C#N)=C/c2ccccc2)c([N+](=O)[O-])cc1OC | -1 | -2 | 5 | 6 | 0 | 5 | -4 | 0 | -2
N/C(=N\OC(=O)CC(c1ccccc1)c1ccccc1)c1cccnc1 | -5 | 0 | 0 | 2 | -3 | 5 | -5 | 4 | 6
COc1ccc(C2N(S(=O)(=O)c3ccccc3)CCN2S(=O)(=O)c2ccc(C)cc2)cc1 (centres undefined) | 2 | -5 | 0 | -5 | -4 | -5 | 1 | 1 | 1
O=C(CSc1nnnn1C1CCCCC1)N1CCc2ccccc21 | -3 | 5 | 4 | 3 | -2 | 4 | -2 | -1 | -3
COC(=O)C(C)(C(=O)OC)c1ccccc1[N+](=O)[O-] | 7 | 0 | 1 | 1 | -3 | 6 | 1 | -3 | 3
O=C(Nc1ccc(Cl)cc1)N1CCC(CO)(Cc2ccccc2)CC1 | 2 | -1 | 3 | 3 | -4 | -1 | -1 | -5 | -5

2 compounds drawn at random from those above, as already listed:
SMILES | PAD4 FP inh | LYPLA1 inh | PAFAH1B2 FP inh | pPAFAH FP inh | GSTO1 inh | PAFAH2 inh | Fam108B inh | PAFAH1B3 inh | PME-1 inh
Cc1ccc(/C=C/C(=O)c2ccc(N3CCOCC3)cc2)s1 | -6 | -5 | 4 | 12 | -3 | 12 | 5 | 9 | 0
O=C(CSc1nnnn1C1CCCCC1)N1CCc2ccccc21 | -3 | 5 | 4 | 3 | -2 | 4 | -2 | -1 | -3

The results go on:
SMILES | PAD4 FP inh | LYPLA1 inh | PAFAH1B2 FP inh | pPAFAH FP inh | GSTO1 inh | PAFAH2 inh | Fam108B inh | PAFAH1B3 inh | PME-1 inh
O=C(NCC(c1cccnc1)N1CCN(c2ccc(F)cc2)CC1)c1cccc(Cl)c1 (centres undefined) | 0 | 0 | 4 | 2 | 3 | -1 | 2 | 6 | -4
COc1cc(CN2CCCCC2C(=O)Nc2ccc(Oc3ccccc3)nc2)ccc1O (centres undefined) | -7 | 3 | 5 | -9 | 3 | -6 | -7 | 6 | -8
O=C(/C=C/c1ccc2c(c1)OCO2)Nc1ccc(Cl)cn1 | 1 | 3 | -7 | 4 | -3 | 3 | -11 | -8 | -6
CCOc1ccc(OCc2cccc(C(=O)O)c2)cc1 | -5 | 0 | 9 | -2 | 4 | 3 | -4 | -2 | -2
C/C(=N/NC(=O)CNC(=O)c1cccnc1)c1ccco1 | 0 | 2 | -5 | -2 | 3 | -5 | 2 | 5 | 7
CC1CN(c2ccccc2)NC1=O (centres undefined) | -2 | -1 | 0 | 7 | 15 | 2 | 0 | 8 | 5
O=C1/C(=C/c2cccs2)CCC/C1=C\c1cccs1 | -6 | -2 | 12 | 29* | -5 | -1 | -5 | 8 | -2
Cc1ccc(NS(=O)(=O)c2c(F)cc(F)c(Cl)c2F)cc1S(=O)(=O)N1CCOCC1 | -4 | / | 7 | -1 | / | 4 | / | 0 | /
COC(=O)C1C(=O)NCC1c1ccc(OC)cc1 (centres undefined) | 3 | -3 | 4 | 2 | 3 | -10 | 1 | 3 | -4
O=C(NCC(=O)N1CCCCC1)c1ccc(Cl)cc1Cl | 1 | 1 | 5 | 3 | 5 | 4 | -2 | 2 | -5

Overlap with the part before: 2 compounds; new compounds follow.
SMILES | PAD4 FP inh | LYPLA1 inh | PAFAH1B2 FP inh | pPAFAH FP inh | GSTO1 inh | PAFAH2 inh | Fam108B inh | PAFAH1B3 inh | PME-1 inh
COC(=O)C1C(=O)NCC1c1ccc(OC)cc1 (centres undefined) | 3 | -3 | 4 | 2 | 3 | -10 | 1 | 3 | -4
O=C(NCC(=O)N1CCCCC1)c1ccc(Cl)cc1Cl | 1 | 1 | 5 | 3 | 5 | 4 | -2 | 2 | -5
Cc1ccc(-c2csc(Nc3ccc(C(=O)O)cc3)[n+]2Cc2ccccc2)cc1 | -5 | 2 | 0 | -10 | -5 | 7 | -7 | 2 | -8
CCNC(=S)N/N=C(\C)c1ccc2ccccc2c1 | -2 | 2 | / | 4 | -2 | / | 0 | / | -10
CC(C)(C)C(=O)COC(=O)c1cc(S(=O)(=O)N2CCCCC2)ccc1N1CCOCC1 | -4 | 2 | 7 | 7 | 0 | 5 | 1 | 9 | 0
N#CCSc1nc(-c2ccccc2)cs1 | 2 | -1 | 2 | 7 | 7 | -5 | 8 | -7 | -5
CC1(C)Oc2ccc3ccc(=O)oc3c2/C(=N/O)C1=O | 0 | 0 | 3 | 1 | 5 | -3 | 4 | 12 | 10
c1cnc2ccc(C(c3nnnn3C3CCCC3)N3CCN4CCCC4C3)cc2c1 (centres undefined) | 2 | 1 | 1 | -5 | 10 | 1 | -1 | -1 | 2
CC(=O)c1ccc2c(c1)OCCOCCOCCOCCO2 | -1 | -1 | 4 | -1 | 3 | -4 | 0 | 4 | 4
